Source: PubChem
Ub-GFP proteasome: inhibits proteasome, raising ubiquitin-GFP reporter fluorescence; Ubiquitin-GFP reporter cells, proteasome inhibition, GFP fluorescence; response scale: untreated = 0%, 10 µM MG-132 = 100%; 67,000 tested, under 10 active; Potency, µM (titrated, usually from 45.9 µM), without a hit: at the highest dose activation (GFP accumulation), hits mostly activators; active = well fitted activation curve with a large enough effect, not every such curve was filed as active; inconclusive = small, poorly fitted or top-dose-only effect, or another doubt; inactive = no such curve, though single readings can be large or run the other way; also: potency is read from the fitted curve at half-maximal effect
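GFP accumulation read-out: laser plate cytometry counting ubiquitin(G76V)-GFP-expressing U2OS cells after 4 hr compound exposure at 37 °C. Titrations spanned 46 uM to 2.9 nM; 0% = basal, 100% = 10 uM MG-132; concentration-response curves fitted.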
Hsp90 Hop PPI: changes Hsp90-Hop TPR2A binding signal, up or down; AlphaScreen TPR2A-His6 binding biotin-Hsp90 C-terminal peptide; Potency, µM (series often up to 57 µM), for inactives: top-dose activity change, negative = inhibition; hit rate 0.44% among 71,000; AID 595; active = well fitted curve in either direction with a large enough effect; inconclusive = small, poorly fitted or top-dose-only effect, or another doubt; also: potency is read from the fitted curve at half-maximal effect; % is scaled to controls: 0 for no effect and ±100 for the full control effect; many of its hits are not listed in these tables
BRCT inh green: BRCA1 BRCT-phosphoprotein interaction inhibition; P38398; BRCA1 BRCT-phosphopeptide binding, green fluorescence polarization; hit rate 0.05% among 75,000; Potency, µM (doses to about 76.9 µM), for inactives: top-dose activity change, negative = inhibition, most hits filed as inhibitors; AID 875;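 also: potency is read from the fitted curve at half-maximal effect; plate controls were peptide without protein for full effect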
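Compounds were incubated for 12 min at room temperature with a complex of 100 nM fluorescein-tagged pBACH1 decapeptide and 250 nM His-tagged BRCT protein. Buffer was phosphate pH 7.3 with EDTA, DTT and Tween 20. Disruption of binding lowers the polarization signal.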
CRE-bla Fsk: CRE-bla signaling modulation under forskolin stimulation | AID 662 | CHO CRE-bla reporter (cAMP response element driving beta-lactamase), forskolin EC10, beta-lactamase ratio | Potency, µM (top dose mostly 38.2 µM), without a hit: top-dose activity change, negative = inhibition, usual class: activators | hit rate 2.5% among 71,000; active = well fitted activation curve with a large enough effect in the signal ratio, with a control signal flat, not every such curve was filed as active; inconclusive = small, poorly fitted or top-dose-only effect, or effect the other way, or a change in a side signal; the % refers to the signal ratio; also: potency is read from the fitted curve at half-maximal effect; % of control where 0% means no effect
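CRE-bla CHO cells stimulated with EC10 NKH 477 (water-soluble forskolin) and compound titrations, 3 h at 37C; beta-lactamase read with CCF4 after 2 h at room temperature. Activity from 460/530 nm emission ratio, AC50 values for positive or negative modulation.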
15-hLO inh: 15-hLO (ALOX15) enzyme inhibition. Potency, µM (doses to about 57.1 µM), inactives show top-dose activity change, negative = inhibition, most hits filed as inhibitors. hit rate 1.4% among 74,000. purified 15hLO-1, xylenol orange hydroperoxide absorbance. P16050; also: potency is read from the fitted curve at half-maximal effect; % is scaled to controls: 0 for no effect and ±100 for the full control effect; nearly all actives have a fitted effect of over 55% in size
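Purified human 15hLO-1 (40 nM final) in 25 mM Hepes pH 7.5, 0.01% Triton X-100 was preincubated with compound 15 min at room temperature, then reacted 6 min with 50 uM arachidonic acid; hydroperoxide detected by Fe-XO, 573/405 nm absorbance ratio.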
Pol III holo inh: inhibitors of bacterial DNA polymerase III holoenzyme; reconstituted DNA polymerase III holoenzyme replication, biochemical; hit rate 0.25% among 71,000; Potency, µM (titrated, usually from 57.1 µM), for the others: top-dose activity change, negative = inhibition; also: potency is read from the fitted curve at half-maximal effect; % is scaled to controls: 0 for no effect and ±100 for the full control effect
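Reconstituted *E. coli* holoenzyme (0.35 nM Pol III, 1 nM beta, 154 nM SSB, 2 nM primase) was preincubated with compound for 15 min at RT. Synthesis on 1.4 nM ssM13Gori ran 35 min, then was stopped with PicoGreen/EDTA and read as dsDNA fluorescence.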
HBB splice mod: alters splicing of the hemoglobin beta chain. HBB splicing reporter cell assay, activation; EGFP reporter with mutant IVS2-654 intron; response scale: normalised to 500 nM splice-correcting PNA. Potency, µM (series often up to 46.1 µM), inactives show top-dose activation, actives largely listed as activators. hit rate 0.06% among 65,000; also: potency is read from the fitted curve at half-maximal effect; 0% is about no effect
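HeLa cells stably expressing EGFP interrupted by mutant beta-globin intron 2 (IVS2-654), 500/well in 2% FCS. Treated with compound for 2 days at 37C. Splicing correction scored as total well GFP intensity (488 nm excitation, 500-520 nm emission); 500 nM antisense PNA served as control.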
HADH2 inhib: HADH2 (human) dehydrogenase inhibition. Q99714. recombinant HADH2, NADH fluorescence, beta-hydroxybutyryl-CoA. Potency, µM (highest dose often 57.1 µM), for the others: at the highest dose activity change, negative = inhibition, hits mostly inhibitors. hit rate 3.4% among 73,000. AID 886; also: potency is read from the fitted curve at half-maximal effect; % is scaled to controls: 0 for no effect and ±100 for the full control effect; nearly all actives have a fitted effect of over 60% in size; many of its hits are not listed in these tables
Target sequence (Q99714 whole entry, looked up, one chain of several): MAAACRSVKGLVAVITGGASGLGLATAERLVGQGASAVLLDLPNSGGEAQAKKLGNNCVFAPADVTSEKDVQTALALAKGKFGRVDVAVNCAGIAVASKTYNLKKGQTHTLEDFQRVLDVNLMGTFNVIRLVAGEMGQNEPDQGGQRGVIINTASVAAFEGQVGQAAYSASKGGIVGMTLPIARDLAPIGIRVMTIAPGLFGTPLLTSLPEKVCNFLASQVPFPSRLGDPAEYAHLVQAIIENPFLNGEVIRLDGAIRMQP
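Buffer 100 mM Tris-HCl pH 9.0/0.01% Tween-20; HADH2 20 nM; NAD+ 1 mM; beta-hydroxybutyryl-CoA 90 uM (all final). 15 min cpd preincubation, RT.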
USP2a inh: inhibitors of human ubiquitin-specific protease USP2a. O75604. USP2a enzymatic assay, qHTS inhibition. Potency, µM (series often up to 38.3 µM), for the others: at the highest dose activity change, negative = inhibition, most hits filed as inhibitors. hit rate 0.1% among 60,000. AID 927;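 also: potency is read from the fitted curve at half-maximal effect; nearly all actives have a fitted effect of over 60% in size; plate controls were DMSO for no effect and NEM full inhibition control for full effect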
Target sequence (O75604 whole entry, looked up): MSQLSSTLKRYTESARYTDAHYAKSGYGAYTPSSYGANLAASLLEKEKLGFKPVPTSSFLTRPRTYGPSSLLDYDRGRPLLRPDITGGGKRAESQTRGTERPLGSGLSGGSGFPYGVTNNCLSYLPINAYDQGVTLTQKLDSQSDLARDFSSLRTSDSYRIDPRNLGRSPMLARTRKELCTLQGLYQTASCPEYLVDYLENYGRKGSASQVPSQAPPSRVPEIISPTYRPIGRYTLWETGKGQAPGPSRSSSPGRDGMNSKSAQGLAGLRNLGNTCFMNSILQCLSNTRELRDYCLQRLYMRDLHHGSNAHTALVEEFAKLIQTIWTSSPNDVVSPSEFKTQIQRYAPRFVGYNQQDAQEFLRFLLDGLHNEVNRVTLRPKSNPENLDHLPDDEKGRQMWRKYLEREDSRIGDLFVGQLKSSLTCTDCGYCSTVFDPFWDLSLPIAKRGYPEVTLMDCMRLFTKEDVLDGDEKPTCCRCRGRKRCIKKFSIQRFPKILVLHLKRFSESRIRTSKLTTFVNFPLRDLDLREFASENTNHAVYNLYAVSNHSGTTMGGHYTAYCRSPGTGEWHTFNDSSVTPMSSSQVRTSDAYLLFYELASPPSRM
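Inhibition is measured in a cell-free coupled assay with 20 nM USP2 core, 20 nM Ub-PLA2 and 20 uM NBD C6-HPC, 2.5 h incubation. Activity normalized to NEM control.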
GFP derepression: epigenetic GFP locus derepression in mouse cells | mouse C127i GFP locus derepression, cytometry, 30 h | Potency, µM (titrated, usually from 46.1 µM), inactives show top-dose GFP derepression (activation) | hit rate 0.09% among 68,000 | AID 597; also: % of control where 0% means no effect
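Murine C127i mammary cells carrying a silenced, stably integrated CMV-driven GFP reporter were treated with compound for 30 hours at 37 C. After PBS washes, GFP-positive cells were counted by laser-scanning microplate cytometry.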
BRCT inh red: disrupts BRCA1 BRCT binding to phosphoprotein, red fluorophore readout | P38398 | BRCT-phosphopeptide binding, red fluorescence polarization | Potency, µM (top dose mostly 76.9 µM), inactives show at the top dose activity change, negative = inhibition, actives largely listed as inhibitors | hit rate 0.03% among 75,000; also: % is scaled to controls: 0 for no effect and ±100 for the full control effect
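Fluorescence polarization: 100 nM His-tagged BRCA1 BRCT with 100 nM TAMRA-labelled phospho-BACH1 decapeptide, phosphate buffer pH 7.3 with 150 mM NaCl, DTT, 0.01% Tween 20; 12 min RT. Binding inhibition seen as FP decrease.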
Numbers without * were called inactive; ? = inconclusive; . = no result given; [ ] = another dose, or the depositor's remark. Unless noted, calls follow the shape of the dose curve; as a rule, active = well fitted curve in the direction sought with a large enough effect; inconclusive = small, poorly fitted or top-dose-only effect, or another doubt; inactive = no such curve, though single readings can be large; an effect the other way counts as inactive or inconclusive.

Value order: BRCT inh green, Hsp90 Hop PPI, Ub-GFP proteasome, 15-hLO inh, HADH2 inhib, CRE-bla Fsk, HBB splice mod, Pol III holo inh, USP2a inh, BRCT inh red, GFP derepression
O=C(CCn1nnc2ccccc21)Nc1nnc(Cc2ccccc2)s1
 : 2.5%, -3%, 0%, -23%, ?, ?, -6.7%, 1%, 15%, 1.0%, 1%
CC(C)NS(=O)(=O)c1ccc(OCC(=O)NCc2cccnc2)cc1
 : -0.3%, -7%, -2%, 6%, 7%, 2%, -0.9%, -1%, 1%, -2.9%, 0%
CCn1c(SCC(=O)NCCOC)nc2sc(C)c(C)c2c1=O
 : 1.7%, -1%, -3%, 2%, -21%, 10µM*, -0.4%, -4%, 3%, 1.1%, -1%
O=C(Cc1ccccc1)Nc1ccc(CN2CCOCC2)cc1
 : -2.3%, 0%, 2%, -1%, 10%, 5%, 0.3%, -2%, 1%, -1.8%, -6%
O=S(=O)(Cc1ccccc1)N1CCCC1
 : -6.4%, -7%, 10%, 13%, -6%, ?, -0.5%[9.22 µM], -7%, -3%, -0.2%, ?
CC(=O)c1cc2c(cc1NC(=O)Nc1cccc(Cl)c1)OCCO2
 : -4.7%, 1%, 0%, -30%, 33%[activator], 7%, -4.0%, -17%, 32%[activator], -0.3%, 5%
CNS(=O)(=O)c1cccc(C(=O)OCC(=O)c2cc(C)n(-c3ccc4c(c3)OCO4)c2C)c1
 : 0.7%, -10%, 0%, -6%, 14%, ?, 4.9%[1.84 µM], 5%, 26%, -1.7%, -2%
COc1ccc(NC(=O)C(CC(C)C)NC(=O)c2ccccc2C)cn1 (configuration not stated)
 : -0.2%, -3%, 2%, -4%, 3%, -3%, -3.0%, -5%, 7%, 1.2%, -1%
COCCCNC(=O)c1cc2c(s1)CS(=O)(=O)C2
 : -2.3%, -2%, -1%, -5%, 2%, -2%, 0.8%, -2%, -3%, -0.7%, -2%
O=C1CCCN1CC(CN1CCOCC1)Sc1nc2ccccc2c(=O)n1-c1ccccc1 (configuration not stated)
 : -3.8%, -2%, 0%, -10%, 4%, ?, -1.8%[57.5 µM], 3%, 8%, 0.1%, 2%
CCc1ccc(S(=O)(=O)NCc2csc(-c3ccccc3)n2)s1
 : 0.0%, ?, 10%, -16%, -3%, -2%, -0.7%, -3%, 6%, -1.3%, 0%
CCOc1ccc(N(CC(=O)NC(C)(C)C)S(=O)(=O)c2c(C)noc2C)cc1
 : -1.4%, 0%, 6%, 6%, 10%, -7%, -0.1%, 0%, ., -1.9%, 0%
O=C1c2ccccc2C(=O)c2c(Nc3cc4c5c(ccc6c7ccc8c9c(cc(Nc%10cccc%11c%10C(=O)c%10ccccc%10C%11=O)c(c3c56)c97)-c3ccccc3C8=O)C(=O)c3ccccc3-4)cccc21
 : -0.4%[15.4 µM], ?, -7%[9.17 µM], -9%[11.4 µM], -9%[11.4 µM], 4%[7.6 µM], -1.5%[9.22 µM], -9%[11.4 µM], ., -2.5%[15.4 µM], 7%[9.22 µM]
COc1ccc(NC(=O)CC(=O)Nc2ccc(OC)cc2OC)c(OC)c1
 : -2.4%, -9%, 3%, 1%, 1%, ?, -1.0%, 1%, 9%, 0.8%, -3%
Cc1cc(Nc2ccc(C(C)C)cc2)n2ncnc2n1
 : 2.4%, -8%, 0%, 6%, -3%, ?, -1.6%, -2%, ., -1.6%, 0%

Copied from the list:
CC(=O)c1cc2c(cc1NC(=O)Nc1cccc(Cl)c1)OCCO2 in HADH2 inhib has 33%[activator]
O=S(=O)(Cc1ccccc1)N1CCCC1 in HADH2 inhib has -6%
CNS(=O)(=O)c1cccc(C(=O)OCC(=O)c2cc(C)n(-c3ccc4c(c3)OCO4)c2C)c1 in HADH2 inhib has 14%

(listing goes on)
Value order: BRCT inh green, Hsp90 Hop PPI, Ub-GFP proteasome, 15-hLO inh, HADH2 inhib, CRE-bla Fsk, HBB splice mod, Pol III holo inh, USP2a inh, BRCT inh red, GFP derepression
COc1ccc(Cn2nnnc2C(c2ccccc2OC)N2CCC(C(N)=O)CC2)cc1 (configuration not stated)
 : 5.8%, 0%, 2%, -26%, -9%, -2%, -0.4%[57.5 µM], -3%, 4%, 0.1%, 6%
Cc1noc(C)c1COC(=O)c1cccc(S(=O)(=O)N2CCCCCC2)c1
 : 0.5%, 11%, -2%, 15%, -11%, -1%, -0.1%[57.5 µM], ?, 11%, -0.2%, 1%
COc1ccc(OC)c(N(CC(=O)Nc2ccc3c(c2)OCO3)S(=O)(=O)c2ccccc2)c1
 : -2.4%, -11%[11 µM], -8%[9.17 µM], -26%[11.4 µM], 6%[11.4 µM], ?, -0.6%[0.0738 µM], 1%[11.4 µM], 23%[7.66 µM], -2.2%, 5%
O=C(CSc1nnc(CNC(=O)c2cccs2)o1)NC1CCCCC1
 : -2.2%, 0%, 8%, 5%, 9%, -4%, 0.5%, 2%, -5%, -2.9%, 0%
C=C(C)Cn1c(CCCNC(=O)C(C)(C)C)nc2ccccc21
 : -0.6%, 2%, ?, 3%, 11%, 3%, -0.9%, -4%, 3%, 0.2%, -1%
CCOC(=O)/C(C(N)=NCCO)=C(/O)c1ccccc1
 : -0.2%, 0%, -9%, 3%, 12%, 3%, -1.6%, -2%, 1%, -1.1%, 2%
CC1CCCCC1NC(=O)CSc1nncs1 (configuration not stated)
 : -1.8%, -2%, 3%, 13%, -8%, ?, -2.9%, -1%, -1%, -2.0%, -1%
O=C(O)CC1CCCC(c2ccccc2)C1=O (configuration not stated)
 : -2.0%, 0%, 0%, 3%, -7%, 7%, 0.0%[57.5 µM], -2%, -5%, -1.6%, 3%
COc1cc2c(C(=O)NCc3ccc4c(c3)OCO4)cn(CC(C)C)c(=O)c2cc1OC
 : -1.8%, 4%, 4%, -11%, -11%, ?, -1.1%, 1%, -3%, -0.8%, 4%
COc1ccc(C2CC(=O)C(C=NCCN3CCN(C(C)=O)CC3)=C(O)C2)cc1OC (configuration not stated)
 : -1.9%, -2%, 1%, 10%, -1%, -1%, -3.8%, -3%, -6%, 1.3%, 2%
CC(C)(C)OC(=O)N1CCOCCOCCN(C(=O)OC(C)(C)C)CCOCCOCC1
 : -2.7%, 0%, -2%, 4%, 1%, -2%, ., -4%, 53%[activator], 1.3%, 0%
O=S(=O)(c1ccccc1)N1CCC2(CCCN(Cc3ccncc3)C2)CC1
 : 2.1%, -3%, -13%, -1%, 4%, -6%, 1.6%, 0%, 62%[activator], 0.7%, -2%[9.22 µM]
O=C(NC1CCCCCC1)c1cc(S(=O)(=O)N2CCC3(CC2)OCCO3)ccc1F
 : 0.0%, -3%, 0%, -2%, 14%, ?, 4.4%[1.84 µM], 8%, 10%, 0.1%, 0%
Cc1ccc(NC(=O)Cc2nc(CSc3nnc(-c4ccc5c(c4)OCO5)o3)cs2)cc1
 : 1.5%, 0%, -3%, -18%, -4%, 12%, -0.1%, -1%, 35%[activator], 0.3%, 2%

One compound at a time, from the list above. Screens in order: BRCT inh green, Hsp90 Hop PPI, Ub-GFP proteasome, 15-hLO inh, HADH2 inhib, CRE-bla Fsk, HBB splice mod, Pol III holo inh, USP2a inh, BRCT inh red, GFP derepression
O=C1CCCN1CC(CN1CCOCC1)Sc1nc2ccccc2c(=O)n1-c1ccccc1 (configuration not stated) reads -3.8%, -2%, 0%, -10%, 4%, ?, -1.8%[57.5 µM], 3%, 8%, 0.1%, 2%
C=C(C)Cn1c(CCCNC(=O)C(C)(C)C)nc2ccccc21 reads -0.6%, 2%, ?, 3%, 11%, 3%, -0.9%, -4%, 3%, 0.2%, -1%

CRE-bla Fsk, what is marked active above.
compound	BRCT inh green	Hsp90 Hop PPI	Ub-GFP proteasome	15-hLO inh	HADH2 inhib	CRE-bla Fsk	Pol III holo inh	BRCT inh red	GFP derepression
CCn1c(SCC(=O)NCCOC)nc2sc(C)c(C)c2c1=O	1.7%	-1%	-3%	2%	-21%	10µM*	-4%	1.1%	-1%

Some of the compounds tested; the hit share may differ from the screen's.
